RGS4 inh – blocks human RGS4-accelerated GTP hydrolysis; hit rate 0.039% among 390,000; Transcreener GDP fluorescence polarization, RGS4-accelerated GTP hydrolysis; Potency, µM (titrated, usually from 114 µM), inactives show at the highest dose activity change, negative = inhibition, usual class: inhibitors; AID 504845; P49798; also: potency is read from the fitted curve at half-maximal effect; % is scaled to controls: 0 for no effect and ±100 for the full control effect; nearly all actives have a fitted effect of over 75% in size; some results filed as inactive show a strong effect at the top dose
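MLSMR compounds (23 nl, pin-transferred) preincubated 10 min at room temperature with a 500nM (2x) first reagent, then RGS4 at 900nM (2x) plus Transcreener GDP mix added; fluorescence polarization (620/688 nm) read before and after 90 min at 30 °C.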
ERG Ets-DNA blk – inhibitors of human ERG Ets domain-DNA interaction | P11308 | fluorescence polarization, His-ERG Ets domain / labelled DNA | Potency, µM (doses to about 76.9 µM), inactives show at the top dose FP activity, negative = inhibition, actives largely listed as inhibitors | hit rate 0.028% among 370,000; active = well fitted inhibition curve with a large enough effect in the polarisation, with a control signal flat; inconclusive = small, poorly fitted or top-dose-only effect, or effect the other way, or a change in a side signal; inactive = no such curve, though single readings can be large or run the other way; the % refers to the polarisation;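 also: polarization taken with two DNA probes labelled with fluorescein and Texas red; potency is read from the fitted curve at half-maximal effect; % of control where 0% means no effect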
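His-tagged ERG Ets domain (1 uM in the protein solution; 300mM KCl, 50mM Tris-HCl, 1mM EDTA, 1mM DTT, pH 7.5) received compound, then a probe mix of 5 nM fluorescein-DNA and 100nM Texas-615-DNA. Fluorescence polarization was read for both dyes.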
D2 antag – D2 dopamine receptor (human) antagonism; HEK293 TREx D2 cells, calcium flux, dopamine EC80; P14416; inhibition, % at 10 µM; AID 485344; hit rate 2% among 340,000; in the data active = inhibition above about 30%; also: 0% is about no effect
Target sequence (P14416 whole entry, looked up): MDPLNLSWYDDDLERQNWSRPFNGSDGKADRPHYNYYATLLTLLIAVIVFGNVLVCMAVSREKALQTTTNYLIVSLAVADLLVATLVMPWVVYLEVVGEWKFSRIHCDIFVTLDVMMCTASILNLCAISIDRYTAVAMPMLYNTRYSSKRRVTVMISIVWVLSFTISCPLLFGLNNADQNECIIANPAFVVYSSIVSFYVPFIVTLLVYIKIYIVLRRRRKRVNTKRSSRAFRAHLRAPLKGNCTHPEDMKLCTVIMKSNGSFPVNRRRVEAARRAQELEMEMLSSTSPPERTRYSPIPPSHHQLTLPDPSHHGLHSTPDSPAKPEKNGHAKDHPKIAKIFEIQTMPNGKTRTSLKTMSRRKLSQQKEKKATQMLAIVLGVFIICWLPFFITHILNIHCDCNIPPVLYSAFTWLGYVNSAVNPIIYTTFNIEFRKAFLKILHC
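HEK293 T-REx D2 cells, tet-induced, calcium dye no-wash. Cpd pintool add, 180 s kinetic, then EC80 DA, 180 s kinetic. Ca flux read.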
LDHA block – LDHA (human) enzyme inhibition | P00338 | purified LDHA, NADH/diaphorase-resazurin fluorescence; active compounds read low | activity change, % (values are at about 110 or 230 µM) | hit rate 0.15% among 480,000 | AID 1347041; in the data active = activity change below about -30%; inconclusive = mostly about -25% to -30%;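 also: plate controls were DMSO wells for no effect and wells without enzyme for full effect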
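LDH5 2 nM; NADH 0.06 mM, pyruvate 0.2 mM; 200 mM Tris pH 7.4, EDTA, Tween-20; 5 min RT. Detection: diaphorase 0.133 mg/mL + resazurin 37 µM, fluorescence ex540/em590 at 0 and 20 min; normalized to enzyme-free and DMSO wells.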
Vif-APOBEC3F blk – inhibitors of Vif-A3F interaction. Potency, µM (titrated, usually from 46.1 µM), inactives show at the highest dose activity, negative = active. hit rate 0.2% among 390,000. AID 602313. HeLa A3F-eYFP + Vif (tagged APOBEC3F with the HIV-1 protein that degrades it), YFP fluorescence increase; also: potency is read from the fitted curve at half-maximal effect; % of control where 0% means no effect; nearly all actives have a fitted effect of over 65% in size
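HeLa cells stably expressing Vif plus C-terminally eYFP-tagged A3F were seeded, incubated overnight at 37 deg C, dosed with compound, incubated overnight again at 37 deg C. Yellow fluorescence (Ex 488/Em 500-530) reported blocked Vif-mediated A3F-eYFP degradation.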
Vif-APOBEC3G blk – Vif-A3G binding inhibition; HeLa A3G-eYFP + Vif (tagged APOBEC3G with the HIV-1 protein that degrades it), YFP fluorescence, overnight; Potency, µM (highest dose often 46.1 µM), for the others: at the highest dose activity, negative = active, most hits filed as inhibitors; hit rate 0.076% among 410,000; AID 602310;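 also: potency is read from the fitted curve at half-maximal effect; % is scaled to controls: 0 for no effect and ±100 for the full control effect; nearly all actives have a fitted effect of over 60% in size; hits raise eYFP signal because A3G escapes Vif-driven loss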
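HeLa cells stably expressing Vif and C-terminally eYFP-tagged A3G, seeded overnight at 37 deg C, then exposed to compound by pintool overnight at 37 deg C. Rise in yellow fluorescence (Ex 488/Em 500-530, Acumen) marks blocked Vif-driven A3G degradation.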
GRP78 ERSR act – inducers of ER stress response in human glioma cells. U87-MG GRP78 promoter luciferase reporter, 16 h. Potency, µM, for inactives: top-dose activation, actives largely listed as activators. hit rate 0.02% among 420,000. AID 602332; also: potency is read from the fitted curve at half-maximal effect; series mostly up to about 76 µM; % of control where 0% means no effect; nearly all actives have a fitted effect of over 35% in size
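Stably transfected U87-MG human glioma cells carrying a GRP78-based luminescent sensor were seeded at 1000 cells/well, pin-dosed with compounds and incubated 16 h. Luciferase reagent was then added, and end-point luminescence was read after 10 min at room temperature.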
D2 agonist – activates the human D2 dopamine receptor; P14416; HEK293 T-REx D2 cells, calcium flux agonist mode; activation, % at 2 µM; hit rate 0.53% among 340,000; AID 485358;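 active = activation over 3 SD above normal in the single-dose calcium agonist read, cut at about 30% in these data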; also: 0% is about no effect
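Tetracycline-induced HEK293 T-REx cells with force-coupled D2 receptor, plated overnight at 30 C, loaded with no-wash calcium dye. After a 10 s baseline, compound was pin-added and calcium flux read kinetically for 180 s; calcium rises flagged agonists.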
ALOX12 inh – blocks human arachidonate 12S-lipoxygenase; Potency, µM (doses to about 108 µM), for inactives: top-dose activity change, negative = inhibition, hits mostly inhibitors; purified 12hLO, xylenol orange hydroperoxide absorbance; hit rate 1.1% among 580,000; also: potency is read from the fitted curve at half-maximal effect; % is scaled to controls: 0 for no effect and ±100 for the full control effect
Target sequence (P18054 whole entry, looked up): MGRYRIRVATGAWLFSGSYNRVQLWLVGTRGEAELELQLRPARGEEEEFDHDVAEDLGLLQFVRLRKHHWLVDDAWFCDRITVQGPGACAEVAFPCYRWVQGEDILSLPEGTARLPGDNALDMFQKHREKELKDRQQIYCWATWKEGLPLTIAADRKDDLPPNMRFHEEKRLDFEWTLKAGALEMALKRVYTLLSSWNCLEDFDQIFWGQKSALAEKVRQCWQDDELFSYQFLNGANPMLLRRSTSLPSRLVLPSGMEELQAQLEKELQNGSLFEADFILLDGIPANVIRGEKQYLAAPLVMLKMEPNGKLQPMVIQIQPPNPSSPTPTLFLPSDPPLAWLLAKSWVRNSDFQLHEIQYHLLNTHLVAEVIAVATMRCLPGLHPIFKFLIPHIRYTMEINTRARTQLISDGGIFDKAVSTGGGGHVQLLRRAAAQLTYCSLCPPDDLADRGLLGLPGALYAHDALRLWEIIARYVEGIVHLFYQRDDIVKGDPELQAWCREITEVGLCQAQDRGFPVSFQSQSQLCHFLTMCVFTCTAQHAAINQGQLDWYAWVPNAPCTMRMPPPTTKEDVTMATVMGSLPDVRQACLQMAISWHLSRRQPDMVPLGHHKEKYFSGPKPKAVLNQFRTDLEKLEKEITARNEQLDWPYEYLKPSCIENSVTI
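Purified human 12hLO (150 nM final) in 25 mM Hepes, 0.01% Triton X-100, pH 7.0 was preincubated 15 min at room temperature with compound. Then 40 uM arachidonic acid was added, 30 min. Hydroperoxide was read by Fe-XO absorbance ratio 573/405 nm.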
The depositor's hits bear a star; ? = inconclusive; / = no result given; & = joins results of further samples; [ ] = dose if it differs, or a comment. Unless noted, calls follow the shape of the dose curve; as a rule, active = well fitted curve in the direction sought with a large enough effect; inconclusive = small, poorly fitted or top-dose-only effect, or another doubt; inactive = no such curve, though single readings can be large; an effect the other way counts as inactive or inconclusive.

SMILES	RGS4 inh	ERG Ets-DNA blk	D2 antag	LDHA block	Vif-APOBEC3F blk	Vif-APOBEC3G blk	GRP78 ERSR act	D2 agonist	ALOX12 inh
O=C(NCCCN1CCN(c2cccc(Cl)c2)CC1)c1cnn(-c2ccc(F)cc2)c1-n1cccc1	-41%	-6%	/	-1	4%	-11%	-4%	-1.0	?
O=C(Nc1cccc(-c2cnc3ccccc3n2)c1)c1cccc(NC(=O)c2ccco2)c1	?	0%	12	-6	-11%	-20%	-3%	19	0%
Cc1cccc(NC(=O)CSCC(=O)N(C)CC(=O)Nc2cccc(F)c2)c1	-10%	2%	-20	-4	-8%	4%	-3%	-0.2	-10%
COc1ccc(N2C(=O)C(CC(=O)Nc3ccc(Cl)cc3)N(Cc3ccc4c(c3)OCO4)C2=O)cc1 (configuration not stated)	13%	2%	/	-5	2%	0%	-4%	1.5	?
NC(=O)C1CC(=O)N(c2ccc(OCc3ccc(F)cc3)cc2)C1 (configuration not stated)	5%	5%	-3	-1	3%	3%	-1%	0.0	0%
CC(/C=N/NC(=O)c1nnn(-c2nonc2N)c1C)=C\c1ccccc1	-27%	-8%	-14	-2	-9%	-8%	4%	0.9	15%
CCCCC(=O)Nc1ccc(C(=O)Nc2cccnc2)cc1	47%	2%	5	-13	-5%	-1%	1%	0.7	2%
Cc1cc(NC(=O)c2ccc(Cl)cc2Cl)no1	20%	-4%	-11	-2	0%	1%	-4%	2.4	0%
Cc1noc(C)c1CSc1nc2[nH]ncc2c(=O)n1-c1ccccc1	31%	-2%	-28	-3	-16%	-31%	-6%	0.1	43%[activator]
CC(C)OP(=O)(OC(C)C)C(Nc1ccccc1)c1cccc2c1OCO2 (configuration not stated)	5%	-1%	3	1	2%	-1%	-5%	-1.0	9%
COc1cccc(-c2noc(CCC(=O)Nc3cccnc3)n2)c1	-11%	-7%	-5	-6	0%	-4%	-2%	-0.4	0%
COc1ccc(N=C(C)C2=C(O)c3ccccc3C2=O)cc1	-51%	13%	1	5	-3%	-8%	-7%	-0.4	-10%
COC(=O)c1cc(COc2ccc3c4c(c(=O)oc3c2)CCCC4)c(C)o1	-17%	/	4	-2	-7%	1%	-3%	-0.4	-10%
Cc1cc(C)n(-c2nnc(Nc3ccc(C(C)C)cc3)c3ccccc23)n1	15%	6%	/	-5	/	/	/	1.0	-4%
O=S(=O)(NC1=NCCCCC1)c1ccc(F)cc1	7%	0%	12	-8	2%	1%	-2%	1.6	-2%
CCN1CCN(C(C(=O)NC2CCCCC2)c2ccc(Cl)cc2)CC1 (configuration not stated)	-5%[56.9 µM]	3%	12	0	-2%	1%	0%	0.5	-6%
CCOC(=O)[C@@H]1[C@H]2COc3ccccc3[C@@H]2N2C(=O)N(c3ccccc3)C(=O)[C@]12C	-7%	6%	-2	-4	-9%	1%	-5%	-0.5	1%
COc1cc(NC(=O)Cc2ccc(Cl)cc2)ccc1NC(=O)c1ccco1	-13%	/	/	1	-3%	0%	-1%	/	21%
O=C(N/C=C\c1ccccc1)NCc1ccc(Cl)cc1Cl	-22%[11.4 µM]	-1%	/	0	-10%	0%	-2%	/	0%
CCc1ccccc1N(C)S(=O)(=O)c1ccc2[nH]cc(C(=O)O)c(=O)c2c1	1%	5%	11	-42*	2%	-4%	-3%	-0.7	7%

Full records, quoted from the list. Values in the order: RGS4 inh | ERG Ets-DNA blk | D2 antag | LDHA block | Vif-APOBEC3F blk | Vif-APOBEC3G blk | GRP78 ERSR act | D2 agonist | ALOX12 inh
`Cc1noc(C)c1CSc1nc2[nH]ncc2c(=O)n1-c1ccccc1` in the list: 31% | -2% | -28 | -3 | -16% | -31% | -6% | 0.1 | 43%[activator]
`Cc1cccc(NC(=O)CSCC(=O)N(C)CC(=O)Nc2cccc(F)c2)c1` in the list: -10% | 2% | -20 | -4 | -8% | 4% | -3% | -0.2 | -10%

Grouped by structure, the entries above with four or more nitrogen atoms.
SMILES	RGS4 inh	ERG Ets-DNA blk	D2 antag	LDHA block	Vif-APOBEC3F blk	Vif-APOBEC3G blk	GRP78 ERSR act	D2 agonist	ALOX12 inh
O=C(NCCCN1CCN(c2cccc(Cl)c2)CC1)c1cnn(-c2ccc(F)cc2)c1-n1cccc1	-41%	-6%	/	-1	4%	-11%	-4%	-1.0	?
O=C(Nc1cccc(-c2cnc3ccccc3n2)c1)c1cccc(NC(=O)c2ccco2)c1	?	0%	12	-6	-11%	-20%	-3%	19	0%
CC(/C=N/NC(=O)c1nnn(-c2nonc2N)c1C)=C\c1ccccc1	-27%	-8%	-14	-2	-9%	-8%	4%	0.9	15%
Cc1noc(C)c1CSc1nc2[nH]ncc2c(=O)n1-c1ccccc1	31%	-2%	-28	-3	-16%	-31%	-6%	0.1	43%[activator]
COc1cccc(-c2noc(CCC(=O)Nc3cccnc3)n2)c1	-11%	-7%	-5	-6	0%	-4%	-2%	-0.4	0%
Cc1cc(C)n(-c2nnc(Nc3ccc(C(C)C)cc3)c3ccccc23)n1	15%	6%	/	-5	/	/	/	1.0	-4%

Next results:
SMILES	RGS4 inh	ERG Ets-DNA blk	D2 antag	LDHA block	Vif-APOBEC3F blk	Vif-APOBEC3G blk	GRP78 ERSR act	D2 agonist	ALOX12 inh
O=C(COc1ncnc2ccccc12)Nc1ccc(Cl)c(S(=O)(=O)N2CCOCC2)c1	5%	-4%	-1	-11	2%	2%	1%	-0.7	9%
CCCn1nc(C(=O)NNC(=O)c2ccc(C)c(C)c2)c2ccccc2c1=O	-10%	1%	/	-3	12%	-6%	-2%	/	15%
CC(C)Cc1nnc(NC(=O)CCC(=O)N2CCN(c3ccccn3)CC2)s1	16%	-6%	-12	-7	-10%	5%	-1%	0.9	0%
Cc1ccccc1CCNC(=O)CCn1nc(C)c2c(C)n(-c3ccccc3)nc2c1=O	-7%[56.9 µM]	3%	-2	-8	5%	-5%	0%	-0.4	4%
Cc1ccc(CNC(=O)C(CC(C)C)NS(=O)(=O)c2ccc3c(c2)oc(=O)n3C)cc1 (configuration not stated)	-2%	-2%	/	-1	0%	2%	-4%	0.4	-2%
COc1ccc(NC(=O)Nc2ccccc2SC)cc1OC	2%	9%	20	3	-6%	0%	-2%	1.3	0%
CCCS(=O)(=O)Nc1c(C(=O)OC)[nH]c2ccccc12	-22%	/	-1	3	2%	-2%	-5%	0.8	-5%
CN(C)S(=O)(=O)c1ccc(Nc2ccc(-c3ccc4c(c3)OCCO4)nn2)cc1	-9%	/	12	-6	-24%	-1%	9%	-0.3	-3%[57.4 µM]
CC1(C)CC(=O)c2sc(NC(=O)CN3CCCCC3)nc2C1	-7%	2%	20	-1	-22%	-3%	-1%	0.5	32µM*
CCCOc1ccc(CC2CCC(=O)NC2=O)cc1 (configuration not stated)	10%	-4%	-1	-1	0%	0%	1%	0.3	0%
CCc1nc(SCC(=O)N2CCC(C)CC2)c2c(=O)n(C)c(=O)n(C)c2n1	-1%	-13%	1	2	9%	0%	-3%	-0.1	30%[activator]
CCc1sc(C(=O)Nc2cc(S(=O)(=O)N3CCOCC3)ccc2OC)cc1C	-32%	6%	9	2	-3%	0%	-5%	-1.3	0%
O=c1oc2ccccc2c2c1C(c1ccc(Cl)cc1)Nc1ccc3ccccc3c1-2 (configuration not stated)	1%	-10%	-23	-2	0%	-7%	1%	-1.3	-6%
O=C(CC1c2ccccc2Oc2ccccc21)Nc1ccccc1F	5%	-2%	-8	-5	-6%	-1%	-6%	-0.6	-14%
COc1cccc(-c2cc(=O)c3cc(NC(C)=O)ccc3[nH]2)c1	-5%	8%	34*	4	-12%	-19%	-5%	0.9	-1%
CC(=O)Nc1ccc(NC(=O)C(C)OC(=O)COc2ccc(Nc3ccccc3)cc2)cc1 (configuration not stated)	-42%	-4%	4	13	-10%	-1%	-3%	0.4	-22%
CCCSc1ncnc2sc(C)c(C)c12	6%[56.9 µM]	2%	-1	-5	3%	-3%	-1%	-0.1	-5%
CCCCn1c(NCCC)nc2c1c(=O)[nH]c(=O)n2C	6%	0%	2	-11&7	0%	2%	-1%	-0.7	14%&53%
CC1Cc2ccccc2N1C(=O)COC(=O)c1ccc([N+](=O)[O-])o1 (configuration not stated)	-2%	2%	/	4	-7%	-12%	12%	/	127%
CCCC12CN3CC(C)(CN(C1)C3c1ccc(CC)cc1)C2=O (configuration not stated)	-4%	-2%	/	7	0%	-3%	-4%	/	-21%
Cc1ccc(S(=O)(=O)N(C)C)cc1NC(=O)CN1CCN(Cc2ccccc2)CC1	-1%	1%	-3	-7	-10%	0%	1%	0.6	0%
COc1ccc(CCC(N)=O)cc1OC	-49%	10%	-15	-9	-11%	1%	-2%	0.7	11%

Structures above printed as active in ALOX12 inh:
| canonical_smiles | RGS4 inh | ERG Ets-DNA blk | D2 antag | ALOX12 inh |
| --- | --- | --- | --- | --- |
| CC1(C)CC(=O)c2sc(NC(=O)CN3CCCCC3)nc2C1 | -7% | 2% | 20 | 32µM* |

From PubChem BioAssay

Some of the compounds tested. The share of hits here may be higher or lower than overall.
